Screening data (PubChem BioAssay)
TcdB inh = blocks C. difficile toxin B glycohydrolase activity. 350,000 tested, 0.24% active. AID 652162. inhibition, % at 9.99 µM. TcdB glycohydrolase enzymatic assay, plate reader; in the data active = inhibition above about 10%
Target sequence (P18177 whole entry, looked up): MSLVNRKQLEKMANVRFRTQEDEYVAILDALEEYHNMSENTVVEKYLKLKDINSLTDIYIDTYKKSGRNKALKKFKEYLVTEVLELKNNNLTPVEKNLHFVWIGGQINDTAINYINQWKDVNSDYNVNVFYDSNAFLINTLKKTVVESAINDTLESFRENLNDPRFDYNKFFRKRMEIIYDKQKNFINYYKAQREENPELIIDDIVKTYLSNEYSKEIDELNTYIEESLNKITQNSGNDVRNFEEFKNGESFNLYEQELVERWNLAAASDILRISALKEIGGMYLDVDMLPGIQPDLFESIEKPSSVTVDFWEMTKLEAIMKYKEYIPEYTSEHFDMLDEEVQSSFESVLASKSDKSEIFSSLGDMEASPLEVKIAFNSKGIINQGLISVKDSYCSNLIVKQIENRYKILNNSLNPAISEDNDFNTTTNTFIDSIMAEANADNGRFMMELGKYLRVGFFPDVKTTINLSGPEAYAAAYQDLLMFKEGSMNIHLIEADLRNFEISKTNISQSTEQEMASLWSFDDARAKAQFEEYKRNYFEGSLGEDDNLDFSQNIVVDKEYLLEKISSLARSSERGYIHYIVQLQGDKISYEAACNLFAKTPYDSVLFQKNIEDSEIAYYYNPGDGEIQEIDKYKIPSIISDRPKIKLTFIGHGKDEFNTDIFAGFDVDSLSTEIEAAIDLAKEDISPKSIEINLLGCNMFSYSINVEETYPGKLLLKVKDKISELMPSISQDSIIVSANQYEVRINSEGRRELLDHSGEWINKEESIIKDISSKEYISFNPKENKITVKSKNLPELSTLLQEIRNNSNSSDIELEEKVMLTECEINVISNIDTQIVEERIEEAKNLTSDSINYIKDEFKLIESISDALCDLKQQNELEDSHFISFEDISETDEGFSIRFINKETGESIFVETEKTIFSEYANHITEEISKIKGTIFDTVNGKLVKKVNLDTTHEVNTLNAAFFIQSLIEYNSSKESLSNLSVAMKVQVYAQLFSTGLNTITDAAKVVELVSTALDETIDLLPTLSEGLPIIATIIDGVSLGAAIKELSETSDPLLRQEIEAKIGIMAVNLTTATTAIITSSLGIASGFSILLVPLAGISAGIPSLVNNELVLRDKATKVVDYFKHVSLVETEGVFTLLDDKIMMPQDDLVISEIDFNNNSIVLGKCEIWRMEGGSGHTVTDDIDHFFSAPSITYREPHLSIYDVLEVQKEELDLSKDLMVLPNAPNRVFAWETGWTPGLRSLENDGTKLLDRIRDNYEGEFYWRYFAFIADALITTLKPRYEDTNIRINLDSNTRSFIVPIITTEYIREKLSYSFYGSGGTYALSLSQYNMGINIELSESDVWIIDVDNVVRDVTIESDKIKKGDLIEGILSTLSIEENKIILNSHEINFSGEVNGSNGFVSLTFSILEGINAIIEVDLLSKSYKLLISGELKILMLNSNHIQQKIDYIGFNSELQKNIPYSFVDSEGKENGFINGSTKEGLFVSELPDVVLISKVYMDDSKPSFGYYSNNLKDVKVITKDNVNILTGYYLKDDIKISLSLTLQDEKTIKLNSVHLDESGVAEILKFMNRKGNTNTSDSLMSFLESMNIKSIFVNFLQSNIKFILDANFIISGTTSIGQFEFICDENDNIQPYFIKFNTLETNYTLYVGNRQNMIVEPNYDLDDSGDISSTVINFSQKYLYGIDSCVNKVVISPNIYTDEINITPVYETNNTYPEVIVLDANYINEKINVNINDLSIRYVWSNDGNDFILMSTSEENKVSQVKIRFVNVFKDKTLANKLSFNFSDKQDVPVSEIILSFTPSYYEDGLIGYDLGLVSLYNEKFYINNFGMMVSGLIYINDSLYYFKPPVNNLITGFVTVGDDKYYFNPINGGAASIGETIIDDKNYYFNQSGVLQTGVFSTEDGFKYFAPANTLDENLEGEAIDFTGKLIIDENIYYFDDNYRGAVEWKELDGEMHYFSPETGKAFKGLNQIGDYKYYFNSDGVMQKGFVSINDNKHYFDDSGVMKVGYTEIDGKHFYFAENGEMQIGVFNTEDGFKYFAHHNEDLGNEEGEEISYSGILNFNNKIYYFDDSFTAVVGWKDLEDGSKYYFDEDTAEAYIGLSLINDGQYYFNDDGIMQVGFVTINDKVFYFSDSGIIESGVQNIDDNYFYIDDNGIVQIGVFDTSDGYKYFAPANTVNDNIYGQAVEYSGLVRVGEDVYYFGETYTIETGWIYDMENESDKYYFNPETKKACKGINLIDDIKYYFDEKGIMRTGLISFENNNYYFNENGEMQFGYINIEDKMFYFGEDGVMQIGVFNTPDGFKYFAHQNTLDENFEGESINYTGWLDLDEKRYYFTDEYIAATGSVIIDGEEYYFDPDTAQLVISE
* marks the source's active call; other numbers are inactive results. These rows are one share of the data; count on the stated rates, not on these rows.

The first 4 entries as a preview:
Compound | TcdB inh
CCC(=O)Nc1ccc2c(c1)C(=O)N(C)C[C@@H](OC)[C@@H](C)CN(Cc1ccccc1C(=O)O)[C@@H](C)CO2 | -0.8
C[C@H](CO)N1C[C@H](C)[C@@H](CN(C)C)Oc2ccc(NC(=O)c3ccncc3)cc2CC1=O | -0.2
O=C(C[C@H]1CC[C@H](NC(=O)C2CCOCC2)[C@H](CO)O1)NCc1ccncc1 | -2.9
Cc1ccc(S(=O)(=O)N(C)C[C@@H]2Oc3ncc(/C=C/c4ccccc4)cc3C(=O)N([C@H](C)CO)C[C@@H]2C)cc1 | 0.8

Main list, previewed entries included:
Compound | TcdB inh
CCC(=O)Nc1ccc2c(c1)C(=O)N(C)C[C@@H](OC)[C@@H](C)CN(Cc1ccccc1C(=O)O)[C@@H](C)CO2 | -0.8
C[C@H](CO)N1C[C@H](C)[C@@H](CN(C)C)Oc2ccc(NC(=O)c3ccncc3)cc2CC1=O | -0.2
O=C(C[C@H]1CC[C@H](NC(=O)C2CCOCC2)[C@H](CO)O1)NCc1ccncc1 | -2.9
Cc1ccc(S(=O)(=O)N(C)C[C@@H]2Oc3ncc(/C=C/c4ccccc4)cc3C(=O)N([C@H](C)CO)C[C@@H]2C)cc1 | 0.8
Cc1noc(C)c1S(=O)(=O)N(C)C[C@H]1OCCCC[C@@H](C)Oc2ccc(NS(=O)(=O)c3ccc(Cl)cc3)cc2C(=O)N([C@@H](C)CO)C[C@@H]1C | 0.2
COc1ccc(CN(C)C[C@@H]2Oc3ccc(NC(=O)Nc4ccccc4)cc3CC(=O)N([C@H](C)CO)C[C@@H]2C)cc1 | 1.2
O=C(C[C@@H]1CC[C@H]2NC[C@@H](O)COC[C@@H]2O1)NCCN1CCCCC1 | -0.3
C[C@H](CO)N1C[C@H](C)[C@@H](CN(C)S(=O)(=O)c2ccc(Cl)cc2)Oc2c(NC(=O)C3CC3)cccc2C1=O | 0.0
CNC(=O)C[C@H]1CC[C@@H]2[C@H](COc3ccc(NC(=O)Nc4cc(C)cc(C)c4)cc3C(=O)N2C)O1 | 1.3
CO[C@H]1CN(C)C(=O)c2cc(NC(=O)Nc3ccccc3)ccc2OC[C@@H](C)N(CC2CC2)C[C@H]1C | 0.0
Cc1ccc(S(=O)(=O)Nc2ccc3c(c2)C(=O)N([C@H](C)CO)C[C@H](C)[C@@H](CN(C)S(=O)(=O)c2ccc(F)cc2)O3)cc1 | 0.4
CC12N=C3SCc4ccccc4CN3[C@H](c3ccccc3O1)[C@H]2CO | 0.8
C[C@@H]1CN([C@H](C)CO)C(=O)Cc2cc(NS(=O)(=O)c3cccs3)ccc2O[C@@H]1CN(C)S(=O)(=O)c1ccc(Cl)cc1 | -0.8
C[C@H](CO)N1C[C@H](C)[C@@H](CN(C)C(=O)c2cccnc2)Oc2ncc(C3=CCCCC3)cc2C1=O | -7.4
C[C@H](CO)N1C[C@H](C)[C@@H](CN(C)C(=O)C2CCCCC2)OCCCC[C@H](C)Oc2ccc(NC(=O)Cc3ccccc3)cc2C1=O | 1.0
COc1cccc(S(=O)(=O)N2CCCCN3[C@@H](CO)[C@H](c4ccc(-c5cncnc5)cc4)[C@@H]3C2)c1 | 0.2
CC(C)NC(=O)N(C)C[C@H]1Oc2ccc(NC(=O)Nc3ccccc3)cc2C(=O)N([C@@H](C)CO)C[C@H]1C | 0.1
COc1cccc(-c2cnc3c(c2)C(=O)N([C@@H](C)CO)C[C@H](C)[C@H](CN(C)Cc2ccc(C(=O)O)cc2)O3)c1 | -0.1
C[C@@H]1CN([C@H](C)CO)C(=O)c2cc(C#CCN(C)C)cnc2O[C@@H]1CN(C)S(=O)(=O)c1cn(C)cn1 | -17
C[C@@H]1CN([C@@H](C)CO)C(=O)c2cc(/C=C/c3ccccc3)cnc2O[C@H]1CN(C)S(=O)(=O)c1cn(C)cn1 | 0.3
C[C@H](CO)N1C[C@H](C)[C@H](CN(C)C(=O)Nc2ccc(C(F)(F)F)cc2)Oc2ncc(C3=CCCC3)cc2C1=O | 0.0
CO[C@H]1CN(C)C(=O)c2cc(NC(=O)NC3CCCCC3)ccc2OC[C@@H](C)N(C(C)=O)C[C@H]1C | 0.7
CCN1[C@@H]2Cn3c(ccc(C4=CCCCC4)c3=O)[C@H]1[C@@H](C(=O)N1CCc3ccccc3C1)[C@@H]2CO | -0.4
COc1ccccc1C#Cc1cnc2c(c1)C(=O)N([C@@H](C)CO)C[C@H](C)[C@H](CN(C)C(C)=O)O2 | 1.2
Cc1ccc(S(=O)(=O)N(C)C[C@H]2Oc3ccc(NC(=O)Cn4cnnn4)cc3C(=O)N([C@@H](C)CO)C[C@H]2C)cc1 | 0.7
COc1cccc(S(=O)(=O)N(C)C[C@H]2Oc3ncc(C#CCC(C)C)cc3C(=O)N([C@H](C)CO)C[C@@H]2C)c1 | -0.4
C[C@H]1CN([C@@H](C)CO)C(=O)Cc2cc(NC(=O)C3CC3)ccc2O[C@H]1CN(C)C(=O)Nc1ccc(F)cc1 | 1.0
C[C@@H]1CN([C@H](C)CO)C(=O)c2cccc(NC(=O)Nc3ccccc3)c2O[C@H]1CN(C)C(=O)Nc1ccc(F)cc1 | 1.9
CC(C)NC(=O)N[C@@H]1C=C[C@H](CC(=O)NC2Cc3ccccc3C2)O[C@H]1CO | -3.3
C[C@@H]1CN([C@@H](C)CO)C(=O)c2cc(NC(=O)Nc3ccc(F)cc3)ccc2O[C@@H](C)CCCCO[C@H]1CN(C)Cc1ccccc1 | 0.9

Shown field by field: two of the compounds above
CC12N=C3SCc4ccccc4CN3[C@H](c3ccccc3O1)[C@H]2CO
  TcdB inh: 0.8
C[C@@H]1CN([C@@H](C)CO)C(=O)c2cc(NC(=O)Nc3ccc(F)cc3)ccc2O[C@@H](C)CCCCO[C@H]1CN(C)Cc1ccccc1
  TcdB inh: 0.9

(next part)
Compound | TcdB inh
Cc1noc(C)c1NC(=O)N(C)C[C@@H]1Oc2ccc(NC(=O)Nc3ccccc3)cc2CC(=O)N([C@H](C)CO)C[C@H]1C | 0.2
CO[C@@H]1CN(C)C(=O)c2ccc(NC(=O)C3CC3)cc2OC[C@@H](C)N(C(=O)Cc2ccccn2)C[C@@H]1C | -0.1
CC(C)C#Cc1ccc2c(c1)O[C@H](CN(C)Cc1cccnc1)[C@@H](C)CN([C@H](C)CO)S2(=O)=O | -0.7
O=C(c1ccc(F)cc1)N1CC(=O)N2[C@H](C1)[C@@H](c1ccc(C#Cc3ccc(F)cc3)cc1)[C@@H]2CO | 0.0
CC(C)NC(=O)N1Cc2cc(C(=O)NC3CCC3)nc(-c3cccc(-c4cncnc4)c3)c2[C@@H]1CCO | 0.7
O=C(C[C@H]1C=C[C@@H](NC(=O)c2ccncc2)[C@H](CO)O1)NCc1ccncn1 | -1.1
COc1ccc2c3c(n(C)c2c1)[C@H](CO)N(CC1CC1)CC31CCN(C(=O)NC2CCCC2)CC1 | -5.3
CC(C)CC#Cc1cnc2c(c1)C(=O)N([C@@H](C)CO)C[C@@H](C)[C@@H](CN(C)Cc1ccccc1F)O2 | 0.0
O=C(O)C1=C[C@@H](c2ccc3c(c2)Cc2ccccc2-3)C[C@@H](OCc2ccc(CO)cc2)O1 | 0.1
C[C@@H]1CN([C@@H](C)CO)C(=O)c2cc(C3=CCCC3)cnc2O[C@@H]1CN(C)C(=O)C1CCC1 | 0.6
CCCNC(=O)[C@@H]1[C@@H](CO)[C@@H]2Cn3c(ccc(-c4ccccc4OC)c3=O)[C@@H]2N1C(=O)CC | 0.0
O=S(=O)(N[C@H]1CC[C@H](CCn2cc(C3(O)CCCC3)nn2)O[C@H]1CO)c1ccc(Cl)cc1 | 0.5
C[C@@H]1CCCCO[C@@H](CN(C)C(=O)NC2CCCCC2)[C@H](C)CN([C@@H](C)CO)C(=O)c2cc(NC(=O)CCCN(C)C)ccc2O1 | 0.0
CNC(=O)C[C@@H]1CC[C@@H]2[C@@H](COc3ccc(NC(=O)Nc4ccc(F)c(F)c4)cc3C(=O)N2C)O1 | 0.3
Cc1ccc(S(=O)(=O)Nc2ccc3c(c2)C(=O)N([C@@H](C)CO)C[C@@H](C)[C@H](CN(C)C(=O)Nc2ccc4c(c2)OCO4)OCCCC[C@@H](C)O3)cc1 | -0.6
CC(=O)N(C)C[C@H]1[C@@H](c2ccc(-c3ccccc3)cc2)[C@@H](CO)N1C(=O)C1CC1 | -1.2
C[C@H]1CN([C@@H](C)CO)S(=O)(=O)c2ccc(C#Cc3ccc(F)cc3)cc2O[C@@H]1CN(C)C(=O)c1ccccn1 | 1.7
C[C@H](CO)N1C[C@H](C)[C@@H](CN(C)C)Oc2ccc(NC(=O)CCN3CCOCC3)cc2C1=O | 0.5
C/C=C/c1cnc2c(c1)C(=O)N([C@H](C)CO)C[C@@H](C)[C@@H](CN(C)C(=O)Nc1ccc(OC)cc1)O2 | 1.4
C[C@H](CO)N1C[C@H](C)[C@H](CN(C)Cc2ccc(C(F)(F)F)cc2)Oc2ccc(NC(=O)Nc3cccc4ccccc34)cc2C1=O | -0.4
CC(C)NC(=O)N(C)C[C@H]1OCCCC[C@H](C)Oc2ccc(NS(=O)(=O)c3cn(C)cn3)cc2C(=O)N([C@@H](C)CO)C[C@H]1C | -0.3
CCC(=O)N(C)C[C@H]1Oc2ncc(C3=CCCC3)cc2C(=O)N([C@@H](C)CO)C[C@H]1C | -0.7
CCC(=O)N1C[C@H](C)[C@H](OC)CN(C)C(=O)c2ccc(NC(=O)C3CCCCC3)cc2OC[C@H]1C | 0.7
Cc1noc(C)c1S(=O)(=O)N(C)C[C@@H]1OCCCC[C@@H](C)Oc2ccc(NC(=O)Nc3ccc(C(F)(F)F)cc3)cc2C(=O)N([C@H](C)CO)C[C@@H]1C | 1.2
C[C@@H]1CCCCO[C@H](CN(C)S(C)(=O)=O)[C@@H](C)CN([C@H](C)CO)C(=O)c2cc(NS(=O)(=O)c3ccc(Cl)cc3)ccc2O1 | 0.1
Cc1ccc(S(=O)(=O)N(C)C[C@H]2OCCCC[C@H](C)Oc3ccc(NC(=O)Nc4ccc5c(c4)OCO5)cc3C(=O)N([C@@H](C)CO)C[C@@H]2C)cc1 | -0.3
Cc1ccc(S(=O)(=O)N[C@H]2CC[C@@H](CC(=O)NCc3ccncn3)O[C@@H]2CO)cc1 | 0.6
COc1ccccc1NC(=O)N1C[C@@H]2[C@H](c3ccccc31)[C@H](CO)N2CC1CCCC1 | -0.3
C[C@H]1CN([C@@H](C)CO)S(=O)(=O)c2ccc(C3=CCCCC3)cc2O[C@H]1CN(C)S(=O)(=O)c1cn(C)cn1 | -0.7
Cc1ccc(S(=O)(=O)N(C)C[C@@H]2Oc3ccc(NC(=O)C4CCCCC4)cc3C(=O)N([C@H](C)CO)C[C@H]2C)cc1 | -1.7
CO[C@@H]1CN(C)C(=O)c2ccc(NC(=O)c3nc4ccccc4s3)cc2OC[C@@H](C)NC[C@@H]1C | 1.8
C[C@@H]1CCCCO[C@H](CN(C)CC2CC2)[C@@H](C)CN([C@@H](C)CO)C(=O)c2cc(NS(=O)(=O)c3ccc(Cl)cc3)ccc2O1 | 0.1
COc1ccc2c3c(n(C)c2c1)[C@H](CO)N(C(=O)c1cnccn1)CC31CCN(C(=O)c2ccncc2)CC1 | -6.5
OC[C@@H]1CC[C@@H]2O[C@H](CCc3ccc(C#Cc4ccccc4)cc3)[C@@H](n3cc(-c4ccccc4)nn3)C[C@@H]2O1 | 1.0
COCC(=O)N1CC2(C1)[C@@H](c1ccc(-c3ccc(F)cc3)cc1)[C@H](CO)N2C(C)=O | 0.3
CCNC(=O)[C@H]1[C@H](CO)[C@H]2Cn3c(ccc(-c4ccccc4)c3=O)[C@H]2N1Cc1cc(F)ccc1F | -0.2
Cc1noc(C)c1NC(=O)Nc1cccc2c1O[C@@H](CN(C)C(=O)Nc1ccc3c(c1)OCO3)[C@H](C)CN([C@@H](C)CO)C2=O | -2.7
CCCNC(=O)N1CC2(C1)[C@H](c1ccccc1)[C@@H](CO)N2C(=O)CC1CC1 | 0.2
CC(=O)N(C)C[C@@H]1Oc2cc(/C=C/c3ccccc3)ccc2S(=O)(=O)N([C@@H](C)CO)C[C@H]1C | 7.1
C[C@H]1CN([C@@H](C)CO)C(=O)CCCn2nncc2CO[C@H]1CN(C)Cc1cccnc1 | 0.1
CN1c2ccc(Br)cc2[C@@H]2[C@@H](CCN2C(=O)C2CC2)[C@H]1CO | 1.3
C[C@H]1CN([C@@H](C)CO)C(=O)c2cc(NS(=O)(=O)c3ccccc3)ccc2O[C@@H]1CN(C)CC1CC1 | -2.0
O=C(C[C@H]1CC[C@@H](NC(=O)Nc2ccc(F)cc2)[C@H](CO)O1)NCCN1CCCC1 | -5.6
CCCNC(=O)C[C@H]1CC[C@H]2[C@H](COc3ccc(NC(=O)CCC)cc3C(=O)N2C)O1 | -0.2
Cc1noc(C)c1NC(=O)Nc1ccc2c(c1)C(=O)N([C@H](C)CO)C[C@@H](C)[C@H](CN(C)S(=O)(=O)c1ccccc1)OCCCC[C@@H](C)O2 | 0.2
COc1ccccc1-c1cnc2c(c1)C(=O)N([C@@H](C)CO)C[C@@H](C)[C@@H](CN(C)Cc1cncnc1)O2 | -1.5
COc1ccccc1-c1ccc2c(c1)[C@H]1[C@H](CCN1C(=O)C1CCC1)[C@@H](CO)N2 | 5.3
CN1C(=O)c2cc(NC(=O)C3CC3)ccc2OC[C@@H]2O[C@H](CC(=O)NCCN3CCCC3)CC[C@@H]21 | -0.8
COC(=O)C[C@H]1CC[C@H]2[C@H](COc3ccc(NC(=O)c4ccccc4)cc3C(=O)N2C)O1 | 1.0
CO[C@@H]1CN(C)C(=O)c2ccc(NC(=O)Nc3ccccc3)cc2OC[C@H](C)N(C(=O)CC2CC2)C[C@@H]1C | 0.7
C[C@@H]1CCCCO[C@@H](CN(C)C)[C@H](C)CN([C@@H](C)CO)C(=O)c2cc(NS(C)(=O)=O)ccc2O1 | 0.0
